PNC inhibitor – High Content Assay for Compounds that inhibit the Assembly of the Perinucleolar Compartment; PC3M PTB-GFP, PNC prevalence imaging, 16 h; hits give low values; 3.1% of 140,000 active; activity change (PNC), negative = inhibition, % at 10 µM;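 active means readout at or below -70, meaning at least 70% loss of cells showing the perinucleolar compartment, a nuclear body marking cancer cells; inconclusive means readout between -30 and a set limit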;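 further: plate controls were DMSO wells for no effect and camptothecin positive control wells for full effect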
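Read-out is percentage of cells bearing a perinucleolar compartment, from automated 20x imaging of fixed, Hoechst-stained PC3M PTB-GFP cells. Cells were seeded 4 h, then exposed 16 h to compound (23 nl of library stock) in duplicate plates.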
ALOX12 inhib – qHTS Assay for Inhibitors of 12-hLO (12-human lipoxygenase); purified 12-hLO, xylenol orange hydroperoxide absorbance; Polyunsaturated fatty acid lipoxygenase ALOX12 (Homo sapiens), P18054; Potency, µM (highest dose often 57.1 µM), for inactives: top-dose activity change, negative = inhibition, hits mostly inhibitors; 0.12% of 150,000 active; further: potency means the concentration at half of the fitted maximal effect; nearly all actives have a fitted effect of over 55% in size; many of its hits are not listed in these tables
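Lipoxygenase turnover measured by absorbance at 573 and 405 nm after Fe-XO development. Human 12hLO 150 nM, arachidonate 40 uM, pH 7.0 Hepes buffer with detergent; 15 min compound preincubation, 30 min reaction.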
IMPase cell inh – qHTS Assay for Identifying the Cell-Membrane Permeable IMPase Inhibitors. Inositol monophosphatase 1 (Rattus norvegicus), P97697. AID 901, 2007. inhibition (IP1 accumulation), % at 46.1 µM. 120,000 tested, under 10 active. CHO-M1 cells, IP1 accumulation, HTRF TR-FRET ratio; active means well fitted curve in the direction sought with a large enough effect in the signal ratio, not every such curve was filed as active; inconclusive means small, poorly fitted or top-dose-only effect, or a change in a side signal; inactive means no such curve, though single readings can be large or run the other way; the % refers to the signal ratio;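 further: cells stimulated with carbachol in lithium chloride buffer; plate controls were DMSO basal wells for no effect and reference inhibitor wells for full effect; higher means more IMPase inhibition seen as more IP1 and lower FRET ratio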
Target sequence (P97697 whole entry, looked up): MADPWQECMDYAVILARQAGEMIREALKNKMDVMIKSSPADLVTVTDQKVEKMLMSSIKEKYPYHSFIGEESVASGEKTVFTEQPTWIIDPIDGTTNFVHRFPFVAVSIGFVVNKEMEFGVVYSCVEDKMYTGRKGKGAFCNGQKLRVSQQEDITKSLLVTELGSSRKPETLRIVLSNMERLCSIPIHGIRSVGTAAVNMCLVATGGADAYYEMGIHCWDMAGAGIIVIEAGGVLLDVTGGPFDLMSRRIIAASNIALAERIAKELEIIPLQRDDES
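Carbachol-driven Gq signalling in CHO-M1 cells (2000/well) generates IP1. Compounds that block IMPase raise IP1 and so reduce the FRET signal from Eu-anti-IP1 and d2-IP1 after a 10 min room-temperature lysis.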
15-hLO-2 inh – qHTS Assay for Inhibitors of 15-hLO-2 (15-human lipoxygenase 2); purified 15hLO-2, xylenol orange hydroperoxide absorbance; Potency, µM (titrated, usually from 57.1 µM), inactives show at the top dose activity change, negative = inhibition, most hits filed as inhibitors; 0.56% of 110,000 active; AID 881, 2007; further: potency means the concentration at half of the fitted maximal effect; nearly all actives have a fitted effect of over 60% in size; many of its hits are not listed in these tables
Target sequence (O15296 whole entry, looked up): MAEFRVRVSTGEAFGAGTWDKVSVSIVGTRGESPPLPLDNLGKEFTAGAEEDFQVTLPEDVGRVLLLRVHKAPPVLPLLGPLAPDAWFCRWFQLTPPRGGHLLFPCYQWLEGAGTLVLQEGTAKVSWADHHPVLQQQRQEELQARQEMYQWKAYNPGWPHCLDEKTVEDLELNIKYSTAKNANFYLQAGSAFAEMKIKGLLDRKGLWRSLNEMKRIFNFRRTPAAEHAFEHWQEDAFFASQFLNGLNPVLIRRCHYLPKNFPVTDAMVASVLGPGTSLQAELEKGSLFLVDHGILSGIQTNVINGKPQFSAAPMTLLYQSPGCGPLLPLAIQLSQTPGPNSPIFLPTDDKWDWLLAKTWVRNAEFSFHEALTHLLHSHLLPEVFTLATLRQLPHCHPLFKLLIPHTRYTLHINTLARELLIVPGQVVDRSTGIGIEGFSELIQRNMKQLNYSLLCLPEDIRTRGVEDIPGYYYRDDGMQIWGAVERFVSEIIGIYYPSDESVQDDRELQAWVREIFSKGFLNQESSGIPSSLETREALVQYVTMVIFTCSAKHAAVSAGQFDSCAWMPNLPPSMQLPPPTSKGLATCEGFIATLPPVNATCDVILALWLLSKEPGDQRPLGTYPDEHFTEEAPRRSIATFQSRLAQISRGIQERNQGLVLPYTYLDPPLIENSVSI
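Purified human 15hLO-2 (50 nM final) preincubated with compounds 15 min at room temperature in 25 mM Hepes pH 7.5, 0.01% Triton X-100, then 45 uM arachidonic acid added for 90 min; hydroperoxide detected via ferrous/xylenol orange, 573/405 nm absorbance ratio.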
The depositor's hits bear a star; u = inconclusive; x = no result given; [ ] = another dose, or the depositor's remark. Unless noted, the call rests on the fitted dose curve; in most records, active means well fitted curve in the direction sought with a large enough effect; inconclusive means small, poorly fitted or top-dose-only effect, or another doubt; inactive means no such curve, though single readings can be large; an effect the other way counts as inactive or inconclusive. Unless noted, on the % scale 0 is the no-effect control and ±100 the full control effect. The list is partial. The share of hits here may be higher or lower than overall.

SMILES | PNC inhibitor | ALOX12 inhib | IMPase cell inh | 15-hLO-2 inh
CN(C)S(=O)(=O)Oc1ccsc1C(=O)Nc1cccc(Cl)c1Cl | 72.2 | -7.4% | 2.5 | 17.3%
COc1ccc(-c2nnc3ccc(SCC(=O)NCc4ccco4)nn23)cc1OC | -5.4 | 11.1% | 4.6 | -4.0%
O=C(NCCCN1CCN(CCCNC(=O)c2ccc(F)cc2)CC1)c1ccc(F)cc1 | -17.4 | -1.5% | 7.8 | 11.7%
COc1nc(OCCNC(C)=O)nc(N(C)C)n1 | -14.8 | -6.3% | -1.1 | -10.0%
Cc1cc2c3nonc3ccc2n1C | u | -5.7% | -3.5 | 3.4%
O=C(OCc1nnc(-c2ccccc2)o1)c1ccc2c(c1)OCCO2 | -6.4 | 6.3% | 6.6 | -3.2%
O=C(NCc1cn2ccsc2n1)Nc1ccc(Cl)cc1 | u | 4.2% | 11.2 | 27.1%
OCCN1CC(O)C(O)C(O)C1CO (stereo not given) | x | -2.5% | x | -5.6%
COc1cccc(C(=O)N2CCN(Cc3cc(Br)ccc3OC)CC2)c1 | 11.4 | -4.5% | -5.5 | x
CCOc1ccc(N/C(=C(/C(Cl)=C(Cl)Cl)[N+](=O)[O-])n2cncn2)cc1 | -26.4 | -7.7% | -2.1 | -19.6%
CCOc1ccc(-c2[nH]ncc2Oc2cccc(OC)c2)c(O)c1 | u | u | u | 4.6%
O=S(=O)(c1cc(Cl)ccc1Cl)n1nnc2ccccc21 | 5.5 | -1.0% | -1.8 | -2.4%
COC(=O)c1ccc(S(=O)(=O)N2CCCC2)o1 | u | -1.4% | -1.7 | -3.5%
CC(C)NC(=O)CSCc1c(F)cccc1Cl | -6.8 | -1.7% | -7.1 | x
CCOC(=O)N1CCN(C(=O)CN(c2ccc(OC)cc2)S(C)(=O)=O)CC1 | -13.8 | 4.3% | -12.4 | x
O=C(Cn1ccc([N+](=O)[O-])n1)Nc1nccs1 | 16.7 | 0.9% | x | x
CSc1nnc([C@@H](NC(=O)OC(C)(C)C)C(C)C)o1 | -25.0 | -4.1% | -1.8 | -5.8%
CCOC(=O)C1C(=O)CC(C)(O)C(C(=O)OCC)C1c1ccc(F)cc1 (stereo not given) | -9.7 | -9.1% | 3.3 | -4.6%
Cc1cc2c(nc1C)CCCN2C[C@@H](C)O/N=C1/[C@H]2CCn3c(=O)n(-c4ccccc4)c(=O)n3[C@H]2[C@H](O)[C@@H]2O[C@H]12 | 39.2 | -2.5% | x | x
CC(=O)NCC12CC3CC(C1)CC(C(=O)O)(C3)C2 | -25.6 | -3.0% | 0.5 | -3.5%
Cn1c(=O)c2c(nc(NCc3ccco3)n2C/C=C/c2ccccc2)n(C)c1=O | -7.7 | -13.2% | 12.4 | -1.1%
Cc1c(Cl)cccc1NC(=S)/C(=C(\[O-])c1ccc(Cl)s1)[n+]1ccccc1 | u | 1.8% | x | x
Cc1nc(SCC(=O)Nc2ccc3c(c2)OCO3)c(C#N)c2c1CCCC2 | u | 3.0% | -1.4 | -4.7%
Cn1c(SCC(=O)Nc2nccs2)nnc1-c1ccc(S(=O)(=O)N2CCCC2)cc1 | 21.1 | 4.1% | 5.0 | -3.9%
CCCc1nn(C)c(C(=O)Nc2cccc3ccccc23)c1Cl | u | -3.1% | x | x

Remaining list, next part
SMILES | PNC inhibitor | ALOX12 inhib | IMPase cell inh | 15-hLO-2 inh
O=C(COc1ncnc2c(Cl)cc(Cl)cc12)NCCC1=CCCCC1 | 21.8 | -1.2% | 5.6 | -0.6%
O=C(CSc1nnc(-c2ccccc2)c(-c2ccccc2)n1)Nc1ccc(Br)cn1 | 29.9 | 2.0% | x | x
CCN(C(=O)Cc1ccccc1OC)c1nnc(-c2ccncc2)s1 | -8.7 | 1.7% | 12.9 | -6.3%
CCOC1(C)OCC(=O)[C@]2(CCC3C4CCC5=CC(=O)C=CC5(C)C4C(=O)CC32C)O1 (stereo not given in full) | -3.4 | 2.1% | x | x
Cc1ccc(Nc2c(-c3ccco3)nc3ccccn23)cc1 | 21.6 | 3.1% | -10.8 | x
COC(=O)c1cccnc1NC(=S)NNC(=O)c1ccncc1 | -7.6 | 1.7% | -3.9 | -3.1%
S=C(Nc1ccccc1Cl)N(CCCN1CCOCC1)Cc1ccco1 | -21.4 | -1.0% | x | x
Cc1cc(C)n(Cc2ccc(C(=O)NCCC3=CCCCC3)o2)n1 | 93.0 | 0.6% | 0.0 | 17.3%
COc1ccccc1-c1nc(-c2ccc(Br)cc2)no1 | 23.5 | 1.7% | 4.7 | 20.8%
O=C(Cn1cc2c(n1)CCCC2)N1CCCC1 | u | 0.0% | -7.0 | -4.3%
CCOc1ccc(N(C(C)C(=O)N/N=C(\C)c2cccc(NC(=O)c3ccccc3)c2)S(C)(=O)=O)cc1 (stereo not given) | -9.0 | -0.9% | 3.5 | 7.8%
Cc1cc(=O)oc(C)c1C(=O)N1CCc2c([nH]c3ccccc23)C1C(C)C (stereo not given) | 5.5 | 1.4% | 0.8 | -3.7%
CC(NC(=O)c1ccc(Cl)s1)C1CCCO1 (stereo not given) | -15.1 | 0.9% | 3.4 | -0.9%
O=C(Nc1ncccn1)C1c2ccccc2Oc2ccccc21 | -15.1 | -0.4% | x | x
CCN(CC)S(=O)(=O)c1ccc(NC(=O)c2ccc(CN3CCOCC3)cc2)cc1 | u | 2.9% | 20.9 | x
Cc1ccc(C)n1-c1cc(S(=O)(=O)N2CCOCC2)ccc1N1CCCC1 | 22.9 | -4.7% | 5.9 | -23.6%
CCOC(=O)NNC(=O)c1ccc(Cl)cc1 | 6.0 | -2.0% | -2.1 | -4.7%
COc1ccc(C(C)C)cc1S(=O)(=O)Nc1ccccn1 | 0.1 | 6.3% | 12.0 | 3.6%
Cc1ccc(-n2c3c(cc(C(=O)NCCCN4CCOCC4)c2=O)C(=O)CC(C)(C)C3)cc1 | -1.5 | -0.8% | -5.5 | -2.4%
COC(=O)[C@@]1(Cc2ccc(OC)cc2)[C@H]2c3cc(C(=O)N4CCCC4)n(Cc4ccccn4)c3C[C@H]2CN1C(=O)c1ccccc1 | x | -2.4% | x | -3.3%
Cc1ccc(-n2nnc3c(=O)n(Cc4ccccc4C)cnc32)cc1 | -21.8 | -8.0% | -2.9 | -0.6%
CC(C)C(=O)Nc1ccc(C(=O)N/N=C/C2CC3C=CC2C3)cc1 (stereo not given) | -20.0 | -1.4% | x | x
CC(NC(=O)CCSc1nc(-c2ccco2)cc(C(F)(F)F)n1)c1ccccc1 (stereo not given) | 24.1 | -3.3% | 3.7 | -5.7%
CCOC(=O)c1csc(NC(=O)C(C)(C)C)n1 | 8.5 | 3.1% | -2.4 | 2.9%
CCOC(=O)c1csc(NC(=O)c2ccc(S(=O)(=O)N3CCCC3)cc2)n1 | -14.9 | 0.8% | 1.6 | 2.5%

Another view of part of the listing above:
Value order: PNC inhibitor | ALOX12 inhib | IMPase cell inh | 15-hLO-2 inh
> Cc1cc(=O)oc(C)c1C(=O)N1CCc2c([nH]c3ccccc23)C1C(C)C (stereo not given)
→ 5.5 | 1.4% | 0.8 | -3.7%
> CC(NC(=O)c1ccc(Cl)s1)C1CCCO1 (stereo not given)
→ -15.1 | 0.9% | 3.4 | -0.9%

Next entries follow.
SMILES | PNC inhibitor | ALOX12 inhib | IMPase cell inh | 15-hLO-2 inh
CCOC(=O)N1CCN(C(=O)CSc2nc3c(cnn3-c3ccc(Cl)cc3)c(=O)[nH]2)CC1 | 27.7 | -1.8% | 4.3 | x
Nc1ccc(-n2nncc2-c2ccco2)cc1 | -29.2 | -1.1% | 12.0 | x
O=C(CSc1ncn[nH]1)Nc1ccc(Br)cc1F | 3.1 | 2.7% | 17.6 | -1.4%
CCC(Sc1nc2sc(C(=O)OC)c(C)c2c(=O)n1N)C(=O)NCC1CCCO1 (stereo not given) | 22.8 | -0.1% | -0.1 | -3.0%
Cc1nn(C(=O)Cn2ccc([N+](=O)[O-])n2)c(C)c1Br | 1.7 | 5.1% | 1.1 | -1.8%
O=S(=O)(/C=C/c1ccccc1)N1CCN(c2ccccc2)CC1 | -29.3 | -4.8% | 1.5 | 1.6%
O=C(Cn1c(=O)oc2cc(S(=O)(=O)N3CCCC3)ccc21)Nc1ccc(C(F)(F)F)cc1 | -18.0 | -8.3% | 2.3 | -29.2%
O=C(Oc1ccc(-c2cnc3ccccc3n2)cc1)c1cc([N+](=O)[O-])ccc1Cl | -6.5 | -7.5% | 5.1 | u
O=C(CSc1nnnn1-c1ccccc1)Nc1nsc(-c2ccccc2)n1 | 35.7 | 0.9% | -17.6 | -5.3%
CC(NC(=O)Cn1cc(C(=O)C2CC2)c2ccccc21)c1ccccc1 (stereo not given) | u | -7.7% | 3.1 | -9.3%
O=C(O)[C@H](CSCc1ccccc1)NS(=O)(=O)c1ccc(F)cc1 | 17.9 | 5.4% | x | x
O[C@@H](c1ccccc1)C1CCN(CCc2ccccc2)CC1 | x | -3.0% | 4.7 | 23.2%
Cc1cccc(NC(=O)CC2SC(=O)N(c3ccccc3)C2=O)c1 (stereo not given) | 11.2 | -6.2% | 0.9 | u
CCOc1ccc2ccccc2c1/C=N\NC(=O)OC | 54.6 | 0.9% | x | x
Cc1cccc(C)c1NC(=O)COc1ccc2c(C)c(Cc3ccccc3)c(=O)oc2c1 | u | 3.2% | -4.1 | x
O=C(CCCN1C(=O)c2ccccc2C1=O)Nc1nccs1 | 1.0 | -4.3% | -1.3 | -7.6%
O=C1CC(c2ccco2)CC(O)=C1C=NCCN1CCN(C(=O)Nc2ccc(Cl)cc2)CC1 (stereo not given) | -99.1* | 0.6% | x | x
O=S(=O)(Nc1ccc2c(c1)nc1n2CCOC1)c1ccccc1 | u | 8.4% | -9.9[1.84 µM] | -11.9%[11.4 µM]
COc1cccc2oc(-c3ccco3)cc(=O)c12 | 35.1 | 0.3% | x | x
Cc1cccc(/C(N)=N/OC(=O)c2ccc(Cl)cc2Cl)c1 | -2.2 | 0.7% | x | x
O=C(O)CNC(=O)c1nc(-c2ccccc2)n(-c2ccccc2)n1 | u | -3.0% | x | x
C=CCOc1c(Br)cc(CNc2ccc(NC(=O)CCC)cc2)cc1OCC | u | -2.1% | 8.1 | 7.0%
Clc1cccc(-c2nc3nc4ccccc4nc3n2Cc2ccccc2)c1 | 50.7 | 1.5% | x | x
CS(=O)(=O)N(CC(=O)N1CCCCCC1)Cc1ccc(Cl)cc1 | -107.0* | -2.6% | 0.3 | -7.3%
CNc1c(N)n(Cc2ccccc2)c(=O)[nH]c1=O | 3.2 | -1.5% | -3.6 | 11.4%
CC(C)NC(=O)NC(=O)CSc1ncc(C(F)(F)F)cc1Cl | 10.4 | -4.5% | 3.5 | -0.8%
Cn1c(C(C(=O)NCC2CCCO2)N(CCc2ccccc2)C(=O)Cn2nnc3ccccc32)nc2ccccc21 (stereo not given) | -5.9 | -1.4% | x | x
CCN(c1ccc(C)c(C)c1)S(=O)(=O)c1c(C)[nH]c(=O)[nH]c1=O | -15.9 | 6.0% | 0.4 | -7.9%
Cn1c(SCC(=O)N2c3ccccc3Sc3ccccc32)nnc1-c1ccco1 | -19.5 | -1.0% | 8.0 | -9.3%
CCC(C)(C(=O)NC1CCCCC1)N(Cc1ccco1)C(=O)Cc1cccs1 (stereo not given) | 47.0 | 1.6% | 4.6 | -0.3%

In the list so far, 2 have a tert-butyl group.
SMILES | PNC inhibitor | ALOX12 inhib | IMPase cell inh | 15-hLO-2 inh
CSc1nnc([C@@H](NC(=O)OC(C)(C)C)C(C)C)o1 | -25.0 | -4.1% | -1.8 | -5.8%
CCOC(=O)c1csc(NC(=O)C(C)(C)C)n1 | 8.5 | 3.1% | -2.4 | 2.9%

From PubChem
